Screens deposited in PubChem BioAssay by Broad Institute.
STK33 kin inh: human STK33 kinase inhibition | ADP-Glo luminescence, MBP substrate | inhibition, % at 12.5 µM | actives 0.44% (n = 27,000) | AID 2322; in the data active means inhibition above about 20%
Target sequence (Q9BYT3 whole entry, looked up): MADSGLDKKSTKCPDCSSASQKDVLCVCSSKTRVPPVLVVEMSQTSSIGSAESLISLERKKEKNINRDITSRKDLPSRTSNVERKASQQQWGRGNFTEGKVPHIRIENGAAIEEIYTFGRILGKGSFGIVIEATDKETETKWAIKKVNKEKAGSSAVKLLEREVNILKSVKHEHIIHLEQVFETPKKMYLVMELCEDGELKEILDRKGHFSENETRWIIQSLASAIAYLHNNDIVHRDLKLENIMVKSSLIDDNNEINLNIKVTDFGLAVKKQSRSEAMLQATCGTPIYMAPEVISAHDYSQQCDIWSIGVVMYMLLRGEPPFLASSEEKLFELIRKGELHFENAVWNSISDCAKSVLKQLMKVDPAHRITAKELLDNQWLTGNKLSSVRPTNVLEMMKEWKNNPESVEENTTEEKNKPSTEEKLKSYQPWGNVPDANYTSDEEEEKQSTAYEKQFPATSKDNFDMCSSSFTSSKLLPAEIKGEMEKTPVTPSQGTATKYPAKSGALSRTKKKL
mut p53 react: restores mutant p53 pathway signaling in SW480 cells. actives 1.5% (n = 28,000). activation, % at 9.98 µM. SW480 PUMA-promoter luciferase, p53 mutant reactivation; in the data active means activation above about 52%
* marks the source's active call; other numbers are inactive results; nt = not tested or not shown.

SMILES | STK33 kin inh | mut p53 react
O=c1c(O[C@@H]2O[C@H](CO)[C@H](O)[C@H](O)[C@H]2O)c(-c2cc(O)c(O)c(O)c2)oc2cc(O)cc(O)c12 | 13.1 | nt
C[C@@H]1CN([C@@H](C)CO)C(=O)c2cc(NC(=O)Cc3cn(C)c4ccccc34)ccc2O[C@H]1CN(C)C(=O)Nc1cccc2ccccc12 | nt | -1.2
COc1ccc(NC(=O)N(C)C[C@@H]2Oc3ccc(NC(=O)CCC(F)(F)F)cc3CC(=O)N([C@H](C)CO)C[C@H]2C)cc1 | 0.1 | nt
C=C1C(=O)O[C@@H]2C[C@@]3(C)CC(=O)C=C(C)C3C[C@H]12 (some centres not stated) | 0.5 | nt
Cc1ccc(NC(=O)CSc2nc(O)c(C)c(=O)n2-c2ccccc2F)c(C)c1 | -1.2 | 10.2
CCOc1ccc(NC(=O)CSc2ncccn2)cc1 | 3.5 | 54.2*
C[C@H](CO)N1C[C@H](C)[C@H](CN(C)Cc2ccncc2)Oc2ccc(NS(=O)(=O)c3cn(C)cn3)cc2C1=O | 0.5 | nt
CCCC#Cc1cnc2c(c1)C(=O)N([C@H](C)CO)C[C@@H](C)[C@@H](CN(C)C(=O)Cc1cccnc1)O2 | nt | 11.0
C[C@H]1CCCCO[C@H](CN(C)S(=O)(=O)c2ccccc2)[C@@H](C)CN([C@@H](C)CO)C(=O)c2cc(NC(=O)CCCN(C)C)ccc2O1 | nt | 7.0
C[C@@H]1CCCCO[C@H](CN(C)Cc2ccc(Cl)c(Cl)c2)[C@@H](C)CN([C@H](C)CO)C(=O)c2cc(N(C)C)ccc2O1 | -1.0 | nt
C[C@H](CO)N1C[C@H](C)[C@H](CN(C)Cc2ccc(C(=O)O)cc2)Oc2ncc(-c3ccc(F)cc3)cc2C1=O | nt | 16.9
C[C@H](CO)N1C[C@H](C)[C@@H](CN(C)C(=O)Nc2ccc(F)cc2)Oc2ccc(NC(=O)Nc3ccc(F)cc3)cc2C1=O | nt | 13.4
C[C@H]1CN([C@@H](C)CO)C(=O)Cc2cc(NS(=O)(=O)c3ccc(F)cc3)ccc2O[C@@H]1CN(C)Cc1ccncc1 | 0.2 | nt
CCn1ccc(CNC(=O)Nc2cccc(C(F)(F)F)c2)n1 | 1.4 | -4.1
COCC#Cc1cnc2c(c1)C(=O)N([C@@H](C)CO)C[C@H](C)[C@@H](CN(C)C(=O)Nc1ccc(OC)cc1)O2 | nt | 4.6
COC(=O)c1ccccc1NC(=O)COc1cc(C)ccc1C(C)C | 0.3 | -8.7
COc1ccccc1OCC(=O)Nc1cc(Cl)ccc1O | 1.5 | 7.0
C[C@@H]1CN([C@@H](C)CO)C(=O)Cc2cc(NS(=O)(=O)c3ccccc3)ccc2O[C@@H]1CN(C)S(=O)(=O)c1cccs1 | -2.3 | 0.1
C[C@H](CO)N1C[C@H](C)[C@H](CN(C)C(=O)Nc2ccc3c(c2)OCO3)OCc2cn(nn2)CCCC1=O | -4.5 | -2.5
O=C(COc1ccc([N+](=O)[O-])cc1)Nc1ccccc1OC(F)F | 0.7 | 19.6
COc1ccc(S(=O)(=O)Nc2ccc3c(c2)C(=O)N([C@H](C)CO)C[C@@H](C)[C@H](CN(C)C(=O)Nc2ccc(F)cc2)O3)cc1 | -1.0 | nt
CCOc1ccc(-c2nc(SCc3ccc(C(=O)OC)o3)n[nH]2)cc1 | -1.2 | 46.2
CC(C)Oc1ccc2c(=O)cc(-c3ccccc3)oc2c1 | 0.6 | 21.9
COc1ccc(OC)c(S(=O)(=O)NCCO)c1 | -0.9 | -10.5
COC(=O)c1sccc1NC(=O)CSc1nnnn1-c1ccccc1F | 1.5 | 8.1
(further entries)
SMILES | STK33 kin inh | mut p53 react
CCCC#Cc1cnc2c(c1)C(=O)N([C@@H](C)CO)C[C@H](C)[C@@H](CN(C)C(=O)Cc1cccnc1)O2 | nt | 12.1
O=C(CSc1nnc(-c2ccccc2O)n1-c1ccccc1)Nc1ccccc1Cl | -0.5 | -5.4
O=C(NC(=S)Nc1cccc(-c2ccc(CO)o2)c1)c1cc2ccccc2o1 | 0.2 | -1.7
COC(=O)c1ccc(C2C(C(=O)c3cc4ccccc4o3)C(=O)C(=O)N2Cc2ccncc2)cc1 (configuration not stated) | -6.5 | 5.4
COc1ccc(S(=O)(=O)Nc2ccc3c(c2)CC(=O)N([C@H](C)CO)C[C@@H](C)[C@@H](CN(C)S(=O)(=O)c2cccs2)O3)cc1 | 0.0 | nt
COc1cc2c(c3c1C(=O)C[C@H](c1ccccc1)O3)C=CC(C)(C)O2 | -0.2 | 29.0
O=C(Cn1cc(C(=O)c2ccccc2)c2ccccc21)Nc1ccc(Cl)cc1 | -4.0 | 3.5
Cc1cccc(NC(=O)CSc2nc3sc4c(c3c(=O)[nH]2)CCCC4)c1 | 0.4 | 12.1
COc1ccc(S(=O)(=O)N(C)C[C@@H]2Oc3c(NC(=O)C4CCOCC4)cccc3C(=O)N([C@H](C)CO)C[C@H]2C)cc1 | nt | 4.8
C[C@H]1CN([C@@H](C)CO)C(=O)c2cc(NC(=O)C3CC3)ccc2O[C@@H]1CN(C)CC1CCCCC1 | -4.5 | nt
C[C@@H]1CN([C@H](C)CO)C(=O)c2cc(NS(=O)(=O)c3ccccc3)ccc2O[C@@H](C)CCCCO[C@H]1CN(C)C(=O)Nc1ccc(F)cc1 | nt | -15.0
Cc1ccc(S(=O)(=O)N(C)CC(=O)Nc2ccccc2Br)cc1 | 4.9 | 7.2
Cc1cccc(Nc2nc(N)nc(CSc3nccc(C)n3)n2)c1 | -1.1 | 40.4
C[C@H]1CN([C@@H](C)CO)C(=O)c2cc(NS(=O)(=O)c3cn(C)cn3)ccc2O[C@@H]1CN(C)C | nt | 12.0
C[C@@H]1CN([C@@H](C)CO)C(=O)c2cccc(NS(C)(=O)=O)c2O[C@@H]1CN(C)C(=O)Nc1ccc(C(F)(F)F)cc1 | nt | 5.4
C[C@@H]1CN([C@H](C)CO)C(=O)Cc2cc(NC(=O)NC3CCCCC3)ccc2O[C@@H]1CN(C)Cc1ccc(-c2ccccc2)cc1 | 1.5 | nt
COCCCNC(=O)[C@@]1(Cc2ccccc2CN=[N+]=[N-])N=C(c2ccc(OCCCO)cc2)O[C@H]1c1ccccc1 | 0.8 | nt
C[C@@H]1CN([C@@H](C)CO)C(=O)c2cc(N(C)C)ccc2O[C@H]1CN(C)Cc1ccncc1 | nt | 7.9
C[C@@H]1CN([C@@H](C)CO)C(=O)c2cccc(NS(=O)(=O)c3ccc(Cl)cc3)c2O[C@H]1CN(C)C(=O)Nc1ccc(F)cc1 | nt | -2.2
C[C@@H]1CCCCO[C@H](CN(C)C(=O)Cc2ccccc2)[C@@H](C)CN([C@H](C)CO)C(=O)c2cc(NC(=O)Nc3ccccc3)ccc2O1 | -1.1 | -2.9
COc1ccc(N(CC(=O)Nc2ccccc2C(=O)O)S(C)(=O)=O)cc1 | 1.4 | 7.7
CN(C)CC(=O)Nc1ccc2c(c1)[C@@H]1C[C@H](CC(=O)NCCc3ccccc3)O[C@@H](CO)[C@@H]1O2 | nt | -0.8
Cc1sc2ncnc(SCC(=O)C(C)(C)C)c2c1C | -2.2 | 59.9*
CC(C)c1ccc2c(c1)c1c3c(cncn32)CCC1 | nt | -7.6
COc1ccc(S(=O)(=O)Nc2ccc3c(c2)C(=O)N([C@H](C)CO)C[C@H](C)[C@H](CN(C)S(=O)(=O)c2ccc(OC)cc2)O3)cc1 | 1.3 | -0.6
Additional entries.
SMILES | STK33 kin inh | mut p53 react
C[C@H]1CN([C@@H](C)CO)C(=O)c2cccc(NS(C)(=O)=O)c2O[C@@H]1CN(C)C(=O)Nc1ccccc1 | nt | 3.0
C[C@H](CO)N1C[C@H](C)[C@@H](CN(C)C(=O)Nc2ccccc2)Oc2ccc(NS(C)(=O)=O)cc2CC1=O | nt | 4.8
C[C@H](CO)N1C[C@H](C)[C@H](CN(C)S(=O)(=O)c2cn(C)cn2)Oc2ccc(NS(=O)(=O)c3ccc(F)cc3)cc2CC1=O | 0.4 | nt
CN(CC(=O)Nc1ccc(Nc2ccccc2)cc1)S(=O)(=O)c1cc(Cl)ccc1Cl | -5.1 | -15.6
CCOC(=O)c1ccc(Cn2c(-c3ccccc3)nnc2-c2ccccc2)o1 | -1.6 | 14.5
C[C@H](CO)N1C[C@H](C)[C@@H](CN(C)C(=O)Nc2ccccc2)OCCCC[C@H](C)Oc2ccc(NC(=O)CCC(F)(F)F)cc2C1=O | nt | -0.5
COc1ccc(NC(=O)CCCN2C(=O)c3ccccc3C2=O)cc1Cl | -7.3 | -2.3
C[C@@H]1CN([C@@H](C)CO)C(=O)c2cc(NC(=O)c3ccncc3)ccc2O[C@H]1CN(C)C(=O)Nc1ccc2c(c1)OCO2 | 4.2 | 4.6
Cc1ccccc1-c1ccc2c(c1)O[C@@H](CN(C)C(=O)Nc1ccc(C(F)(F)F)cc1)[C@@H](C)CN([C@H](C)CO)S2(=O)=O | nt | -6.9
C[C@H]1CN([C@@H](C)CO)S(=O)(=O)c2ccc(C#CC3CC3)cc2O[C@@H]1CN(C)C(=O)c1cccnc1 | nt | -18.3
CCOC(=O)c1c(NC(=O)COc2ccccc2Br)sc(C)c1C | 2.7 | 6.7
C[C@@H]1CN([C@@H](C)CO)C(=O)CCCn2cc(nn2)CO[C@@H]1CN(C)Cc1cccnc1 | -3.9 | -4.5
CC(=O)OC[C@]12[C@H](OC(C)=O)[C@@H](OC(C)=O)[C@@H]3[C@@H](OC(C)=O)[C@@]14O[C@@]3(C)COC(=O)c1cccnc1[C@H](C)[C@@H](C)C(=O)O[C@@H]([C@H](O)[C@@H]2OC(=O)c1ccccc1)[C@]4(C)O | -6.6 | nt
C[C@@H]1CN([C@@H](C)CO)S(=O)(=O)c2ccc(C#CC3CC3)cc2O[C@H]1CN(C)Cc1ccccn1 | nt | -18.7
C[C@@H]1CN([C@@H](C)CO)C(=O)Cc2cc(NC(=O)Nc3ccc(F)cc3)ccc2O[C@@H]1CN(C)Cc1ccc(-c2ccccc2)cc1 | -0.9 | nt
COc1cc(OC)cc(OCC(O)Cn2cnc3ccccc32)c1 (configuration not stated) | 1.7 | 12.2
C[C@H]1CCCCO[C@H](CN(C)Cc2ccccc2)[C@@H](C)CN([C@@H](C)CO)C(=O)c2cc(NS(=O)(=O)c3ccccc3)ccc2O1 | nt | -4.3
CCOc1ccccc1NC(=O)C1CC(=O)n2ncnc2N1 (configuration not stated) | -0.1 | -2.2
CC1(C)CC(n2c(SCC(N)=O)nc3c(c2=O)C2(CCCC2)Cc2ccccc2-3)CCO1 (configuration not stated) | -1.1 | 4.7
COc1cccc(-c2ccc3c(c2)O[C@@H](CN(C)Cc2cncnc2)[C@@H](C)CN([C@@H](C)CO)S3(=O)=O)c1 | nt | -13.1
COc1ccc(S(=O)(=O)N(C)C[C@@H]2Oc3ccc(NC(=O)Nc4ccc5c(c4)OCO5)cc3CC(=O)N([C@H](C)CO)C[C@@H]2C)cc1 | 1.4 | -4.9
COc1ccc(C)cc1S(=O)(=O)N(CC(N)=O)c1ccc(Cl)cc1 | 2.3 | -5.5
Cc1cc(C(F)(F)F)nc(SCC(=O)c2cccc([N+](=O)[O-])c2)n1 | 0.7 | 44.5

In another format: entries from further up.
CCOC(=O)c1ccc(Cn2c(-c3ccccc3)nnc2-c2ccccc2)o1
  STK33 kin inh: -1.6
  mut p53 react: 14.5

Cc1cc(C(F)(F)F)nc(SCC(=O)c2cccc([N+](=O)[O-])c2)n1
  STK33 kin inh: 0.7
  mut p53 react: 44.5

In the list so far, 8 have a Cl atom.
SMILES | STK33 kin inh | mut p53 react
C[C@@H]1CCCCO[C@H](CN(C)Cc2ccc(Cl)c(Cl)c2)[C@@H](C)CN([C@H](C)CO)C(=O)c2cc(N(C)C)ccc2O1 | -1.0 | nt
COc1ccccc1OCC(=O)Nc1cc(Cl)ccc1O | 1.5 | 7.0
O=C(CSc1nnc(-c2ccccc2O)n1-c1ccccc1)Nc1ccccc1Cl | -0.5 | -5.4
O=C(Cn1cc(C(=O)c2ccccc2)c2ccccc21)Nc1ccc(Cl)cc1 | -4.0 | 3.5
C[C@@H]1CN([C@@H](C)CO)C(=O)c2cccc(NS(=O)(=O)c3ccc(Cl)cc3)c2O[C@H]1CN(C)C(=O)Nc1ccc(F)cc1 | nt | -2.2
CN(CC(=O)Nc1ccc(Nc2ccccc2)cc1)S(=O)(=O)c1cc(Cl)ccc1Cl | -5.1 | -15.6
COc1ccc(NC(=O)CCCN2C(=O)c3ccccc3C2=O)cc1Cl | -7.3 | -2.3
COc1ccc(C)cc1S(=O)(=O)N(CC(N)=O)c1ccc(Cl)cc1 | 2.3 | -5.5

A portion of the library; count on the stated rates, not on these rows.
